LDHA inh = blocks human lactate dehydrogenase A; P00338; purified LDHA, NADH/diaphorase-resazurin fluorescence; hits give low values; activity change, % (values are at about 110 or 230 µM); 480,000 compounds, 0.15% hits; in the data active means activity change below about -30%; inconclusive means mostly about -25% to -30%;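 further: plate controls were DMSO wells for no effect and wells without enzyme for full effect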
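Human LDH5 (2 nM) was incubated with 0.06 mM NADH and 0.2 mM pyruvate for 5 min at room temperature in Tris pH 7.4. Remaining NADH was coupled through diaphorase/resazurin, and resorufin fluorescence was read at 0 and 20 min.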
Anesthetic bind = candidate novel general anesthetic via apoferritin binding; P02791; apoferritin/1-aminoanthracene competitive binding, fluorescence; Potency, µM (doses to about 77.5 µM), inactives show at the highest dose activity change, negative = displacement, usual class: inhibitors; 350,000 compounds, 0.074% hits; AID 485281; further: potency means the concentration at half of the fitted maximal effect; on the % scale 0 is the no-effect control and ±100 the full control effect; nearly all actives have a fitted effect of over 20% in size
Target sequence (P02791 2-175 limits assumed): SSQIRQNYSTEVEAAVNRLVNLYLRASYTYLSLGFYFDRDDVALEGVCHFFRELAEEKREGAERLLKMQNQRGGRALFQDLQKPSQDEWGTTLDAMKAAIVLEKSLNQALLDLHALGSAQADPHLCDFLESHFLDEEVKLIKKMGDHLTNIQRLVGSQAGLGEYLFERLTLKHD
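In PBS, apoferritin at 10 uM is loaded with 1-AMA from a 50% saturated solution. After 10 min of compound exposure at ambient temperature, reduced 535 nm fluorescence indicates probe displacement.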
ERG-DNA inh = ERG Ets/DNA interaction inhibition; P11308; AID 624246; 370,000 compounds, 0.028% hits; fluorescence polarization, His-ERG Ets domain / labelled DNA; Potency, µM (doses to about 76.9 µM), for inactives: at the highest dose FP activity, negative = inhibition, most hits filed as inhibitors; active means well fitted inhibition curve with a large enough effect in the polarisation, with a control signal flat; inconclusive means small, poorly fitted or top-dose-only effect, or effect the other way, or a change in a side signal; inactive means no such curve, though single readings can be large or run the other way; the % refers to the polarisation;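 further: polarization taken with two DNA probes labelled with fluorescein and Texas red; potency means the concentration at half of the fitted maximal effect; % of control where 0% means no effect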
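His-tagged ERG Ets domain (1 uM in the protein solution; 300mM KCl, 50mM Tris-HCl, 1mM EDTA, 1mM DTT, pH 7.5) received compound, then a probe mix of 5 nM fluorescein-DNA and 100nM Texas-615-DNA. Fluorescence polarization was read for both dyes.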
12-LOX inh = blocks human arachidonate 12S-lipoxygenase. P18054. purified 12hLO, xylenol orange hydroperoxide absorbance. Potency, µM (titrated, usually from 108 µM), inactives show at the top dose activity change, negative = inhibition, most hits filed as inhibitors. 580,000 compounds, 1.1% hits. AID 1671190; further: potency means the concentration at half of the fitted maximal effect; on the % scale 0 is the no-effect control and ±100 the full control effect
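Hydroperoxide product was detected by ferrous iron/xylenol orange as the 573 to 405 nm absorbance ratio. Arachidonic acid at 40 uM (final) was turned over for 30 min at room temperature by 150 nM human 12hLO, pH 7.0 Hepes buffer, after 15 min compound preincubation.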
POLB inh = inhibitors of human DNA polymerase beta | P06746 | Pol beta primer extension/strand displacement, fluorescence kinetic | Potency, µM (top dose mostly 114 µM), inactives show at the highest dose activity change, negative = inhibition, usual class: inhibitors | 340,000 compounds, 1.3% hits; further: potency means the concentration at half of the fitted maximal effect; on the % scale 0 is the no-effect control and ±100 the full control effect
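10 nM enzyme + cpd, 15 min RT; start with substrate 50 nM final; read 0 min and after 10 min RT. Corrected, normalized data; 4-parameter Hill curve fit.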
RGS4 inh = inhibitors of human regulator of G protein signaling 4 | Transcreener GDP fluorescence polarization, RGS4-accelerated GTP hydrolysis | Potency, µM (doses to about 114 µM), without a hit: at the top dose activity change, negative = inhibition, usual class: inhibitors | 390,000 compounds, 0.039% hits | AID 504845; further: potency means the concentration at half of the fitted maximal effect; on the % scale 0 is the no-effect control and ±100 the full control effect; nearly all actives have a fitted effect of over 75% in size; some results filed as inactive show a strong effect at the top dose
Target sequence (P49798 whole entry, looked up): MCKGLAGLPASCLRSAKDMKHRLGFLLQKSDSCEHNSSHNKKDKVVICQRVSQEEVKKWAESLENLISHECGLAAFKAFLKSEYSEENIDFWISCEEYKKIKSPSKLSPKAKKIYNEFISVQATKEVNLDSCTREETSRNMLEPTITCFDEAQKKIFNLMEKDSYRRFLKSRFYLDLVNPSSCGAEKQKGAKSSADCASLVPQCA
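MLSMR compounds (23 nl, pin-transferred) preincubated 10 min at room temperature with a 500nM (2x) first reagent, then RGS4 at 900nM (2x) plus Transcreener GDP mix added; fluorescence polarization (620/688 nm) read before and after 90 min at 30 °C.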
POLH inh = inhibitors of human DNA polymerase eta. Q9Y253. recombinant Pol eta, fluorescent DNA replication assay. Potency, µM (titrated, usually from 114 µM), without a hit: at the top dose activity change, negative = inhibition, most hits filed as inhibitors. 390,000 compounds, 1.2% hits; further: potency means the concentration at half of the fitted maximal effect; on the % scale 0 is the no-effect control and ±100 the full control effect
Target sequence (Q9Y253 whole entry, looked up): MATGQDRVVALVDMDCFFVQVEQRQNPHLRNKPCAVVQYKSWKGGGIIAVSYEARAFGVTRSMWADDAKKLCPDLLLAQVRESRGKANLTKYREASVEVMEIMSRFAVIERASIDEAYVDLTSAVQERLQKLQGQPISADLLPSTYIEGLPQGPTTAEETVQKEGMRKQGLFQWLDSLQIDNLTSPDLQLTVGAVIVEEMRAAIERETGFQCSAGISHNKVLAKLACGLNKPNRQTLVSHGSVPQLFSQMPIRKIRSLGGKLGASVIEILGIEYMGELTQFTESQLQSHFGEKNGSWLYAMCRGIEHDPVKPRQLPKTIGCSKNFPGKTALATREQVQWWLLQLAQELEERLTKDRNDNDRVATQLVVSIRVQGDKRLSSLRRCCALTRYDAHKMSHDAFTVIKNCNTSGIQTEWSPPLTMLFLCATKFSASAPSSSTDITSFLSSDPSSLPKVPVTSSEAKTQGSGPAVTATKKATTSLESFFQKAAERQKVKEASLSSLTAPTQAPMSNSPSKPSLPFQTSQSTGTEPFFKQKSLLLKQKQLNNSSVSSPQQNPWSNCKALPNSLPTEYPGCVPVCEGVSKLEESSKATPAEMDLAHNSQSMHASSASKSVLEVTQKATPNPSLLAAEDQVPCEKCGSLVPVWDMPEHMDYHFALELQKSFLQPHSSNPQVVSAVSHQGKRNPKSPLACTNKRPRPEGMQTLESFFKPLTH
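Fluorescent replication assay: 50 nM final substrate added after a 15 min room-temperature compound preincubation with 10 nM enzyme. Signal taken at 0 min and again at 10 min.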
POLK inh = inhibitors of human DNA polymerase kappa | AID 588579 | Q9UBT6 | 400,000 compounds, 0.53% hits | purified Pol kappa, fluorescent DNA synthesis assay, 10 min | Potency, µM (doses to about 107 µM), inactives show top-dose activity, negative = inhibition, actives largely listed as inhibitors; further: potency means the concentration at half of the fitted maximal effect; on the % scale 0 is the no-effect control and ±100 the full control effect
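Pol kappa 10 nM + cpd, 15 min RT; start w/ substrate 50 nM final; fluorescence kinetic read, 0 and 10 min. Neg ctrl: buffer, no enzyme.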
APEX1 inh = inhibitors of human APE1 endonuclease; P27695; recombinant APE1, TAMRA/BHQ-2 abasic DNA cleavage fluorescence; Potency, µM (doses to about 65.8 µM), without a hit: top-dose activity change, negative = inhibition, most hits filed as inhibitors; 350,000 compounds, 0.35% hits; AID 2517;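 further: potency means the concentration at half of the fitted maximal effect; plate controls were vehicle for no effect and reference inhibitor for full effect; nearly all actives have a fitted effect of over 55% in size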
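Quantitative HTS: incision of a TAMRA/BHQ-2 double-stranded substrate bearing a tetrahydrofuran abasic site by 0.75 nM APE1 raises fluorescence. Substrate 50 nM final, added after 15 min compound preincubation at room temperature; progress as third-minus-first kinetic read difference.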
Starred values were filed as active, the others as inactive; u = inconclusive; x = no result given; [ ] = remark or other dose. Unless noted, the call rests on the fitted dose curve; in most records, active means well fitted curve in the direction sought with a large enough effect; inconclusive means small, poorly fitted or top-dose-only effect, or another doubt; inactive means no such curve, though single readings can be large; an effect the other way counts as inactive or inconclusive.

smiles,LDHA inh,Anesthetic bind,ERG-DNA inh,12-LOX inh,POLB inh,RGS4 inh,POLH inh,POLK inh,APEX1 inh
CCN(CC)CCN1C(=O)/C(=C\c2ccc(Cl)c([N+](=O)[O-])c2)SC1=Nc1ccc(OC)cc1,-3,u,-2%,u,7%,8%,-20%,u,33%
Cc1cc(C(=O)N(C)CC(=O)Nc2ccc(Cl)c(C(F)(F)F)c2)no1,-7,x,0%,u,x,-11%,-7%,-11%,1%
COc1cc(/C=C/C(=O)OCC(=O)N2CCc3ccccc3C2)ccc1O,6,u,-6%,-15%,5%,-37%,-16%,-4%,-5%
O=C(NCCNc1ccc([N+](=O)[O-])cc1Cl)c1ccccc1F,-8,u,-4%,56%[activator],1%,-5%,-13%,-19%,3%
COc1ccc(NC(=S)NN2CCOCC2)cc1OC,1,6%,x,-11%,0%[57.1 µM],22%,-8%,-4%,2%
Cc1nc2nc(NCc3ccccc3Cl)[nH]n2c(=O)c1Cc1ccccc1,-10,-11%,u,-6%,25%,-9%,-4%,1%,x
Nc1cccc(C(=O)O)c1,-4,2%,11%,4%,0%,-11%,4%,7%,-4%
Cc1ccc(NCc2nnc(SCC(=O)Nc3ncc(C)s3)n2CC2CCCO2)c(C)c1 (centres undefined),-3,-13%,-3%,7%,6%,-14%,-2%,0%,31%[activator]
CN(C)CCCNc1cc(-c2ccccc2)nc2cc(-c3cccc(F)c3)nn12,1,-10%,2%,u,8%,1%,-15%,-20%,-11%
CCCCN(C(=O)c1cc2c(s1)CCCCC2)c1c(N)n(CCC)c(=O)[nH]c1=O,-10,x,5%,273%[activator],x,14%,-3%,-8%,0%
Cc1c(C(=O)Nc2cccc(F)c2)cnn1-c1ccccc1,-8,-17%,2%,-20%,-11%,u,4%,-18%,-4%
COc1ccc(NC(=O)c2nnn(Cc3ccc(Br)cc3F)c2N)c(OC)c1,-5,9%,-3%,-23%,32%[activator],21%,-8%,-5%,x
COCCN(Cc1ccccc1)C(=O)Cc1ccc(S(=O)(=O)N2CCOCC2)s1,-17,x,-5%,-3%,x,10%,-10%,-10%,23%
COc1ccccc1NS(=O)(=O)c1ccc(NC(=O)c2nc3ncccn3n2)cc1,0,-5%,1%,108%[activator],-19%,-6%,-18%,-4%,-1%
CC(C)c1ccc(NC(=O)Cc2ccc(NC3=NC4CS(=O)(=O)CC4S3)cc2)cc1 (centres undefined),-2,-22%,0%,-17%,-14%,4%,-12%,-12%,14%
CCCCNC(=O)c1cccc(NC(=O)C(=O)c2ccccc2NC(C)=O)c1,-13,-5%,1%,9%,14%,-4%,-19%,-19%,1%
COc1cc(S(=O)(=O)NC2CCCCC2)ccc1F,-1,-22%,3%,24%,4%,-33%,-11%,-3%,12%
CN=C(Nc1cccc(S(=O)(=O)N2CCOCC2)c1)c1ccccc1,-8,x,0%,-18%,x,-9%,-5%,0%,29%
Cc1cc(Br)cnc1NC(=S)Nc1ccc(F)cc1F,1,-5%,10%,14µM*,-5%,u,-9%,19%,-5%
Cc1cc(OCC(=O)c2ccc(Br)cc2)ccc1N1C(=O)CCC1=O,-1,u,-14%,-22%,1%,-2%,-3%,-4%,-2%

Rewritten with each value named: entries from further up.
Cc1cc(C(=O)N(C)CC(=O)Nc2ccc(Cl)c(C(F)(F)F)c2)no1
  LDHA inh: -7
  Anesthetic bind: x
  ERG-DNA inh: 0%
  12-LOX inh: u
  POLB inh: x
  RGS4 inh: -11%
  POLH inh: -7%
  POLK inh: -11%
  APEX1 inh: 1%
COc1cc(/C=C/C(=O)OCC(=O)N2CCc3ccccc3C2)ccc1O
  LDHA inh: 6
  Anesthetic bind: u
  ERG-DNA inh: -6%
  12-LOX inh: -15%
  POLB inh: 5%
  RGS4 inh: -37%
  POLH inh: -16%
  POLK inh: -4%
  APEX1 inh: -5%

The list continues.
smiles,LDHA inh,Anesthetic bind,ERG-DNA inh,12-LOX inh,POLB inh,RGS4 inh,POLH inh,POLK inh,APEX1 inh
O=C(CNC(=O)c1ccc(-c2ccccc2)cc1)OCc1ccc(Cl)cc1,-6,7%,4%,-5%,42%,-9%,-22%,3%,12%
COC(=O)c1sccc1N(C)S(C)(=O)=O,-10,-4%,6%,17%,6%,24%,11%,-12%,3%
Cc1ccc(S(=O)(=O)N2CCC(C(=O)N/N=C/c3ccccc3[N+](=O)[O-])CC2)cc1,-4,-22%,-3%,-10%,83%,0%,-20%,-6%,-7%
O=C(CCn1c2c(c3ccccc31)CCCC2)NNC(=O)c1ccccc1C(=O)O,-1,-9%,16%,x,-2%,20%,5%,-11%,-5%
O=S(=O)(NCC1CCCO1)c1cc(Br)c(Br)s1 (centres undefined),-3,3%,-6%,30%,-29%,u,-16%,-1%,-1%
CNC(=O)c1cc(C(=O)c2ccc(F)cc2Cl)c[nH]1,-15,-4%,5%,9%,11%,16%,-4%,-15%,22%
Fc1cccc(Cc2noc(CN3CCN(C4CCc5ccccc5C4)CC3)n2)c1 (centres undefined),3,-10%,4%,-21%,25%,-16%,-23%,-3%,-2%
Cc1nc(Nc2ccc(F)cc2)[nH]c(=O)c1CCC(C)C,-3,-7%,6%,-25%,10%,-23%,-8%,-10%,0%
Cc1ccc(/C=N/N(C)C2=NS(=O)(=O)c3ccccc32)cc1,-3,-6%,10%,9%,18%,-11%,-11%,0%,37%[activator]
Cc1nc(/N=C(\N)NC(=O)NC2CCCCC2)nc2ccccc12,-4,-10%,-7%,7%,-18%,1%,-6%,-10%,-3%
COC(=O)c1ccc(NC(=O)CC2C(=O)N(c3cccc(C)c3)C(=O)N2Cc2ccco2)cc1 (centres undefined),-1,-3%,6%,-26%,24%,6%,-13%,2%,x
COc1cc2c(cc1OC)C(C(C)C)=NC(C)(C)C2,-3,232%[activator],6%,59%[activator],-13%,-12%,-4%,-2%,8%
Cc1nn(-c2ccccc2)c(C)c1/C=N/NC(=O)c1cc(O)cc(O)c1,-2,-5%,-5%,0%,10%,-10%,-16%,5%,5%
CCN(CC)S(=O)(=O)c1cccc(C(=O)NC(C(=O)Nc2nnc(C)s2)C(C)C)c1 (centres undefined),1,-13%,-4%,50%[activator],9%,u,1%,-6%,23%
CSc1ncccc1C(=O)NCCc1ccc(S(N)(=O)=O)cc1,-1,-4%,2%,-16%,37%,-3%,-1%,-2%,8%
Cc1cc(N2CCOCC2)nc(SCc2ccc(Cl)cc2Cl)n1,-3,-8%,-3%,0%,19%,-49%,-9%,-21%,0%
O=C(N/N=C/c1cccs1)c1ccc2c(c1)OCO2,-5,-6%,0%,-19%,-27%,-27%,-12%,3%,4%
COc1ccc(CCNC2=C(Cl)C(=O)N(Cc3ccccc3)C2=O)cc1OC,-8,85%[activator],-7%,-14%,-11%,6%,-7%,-6%,6%
CCC(C(=O)NCc1ccccc1Cl)n1c(=O)c2cccn2c2ccccc21 (centres undefined),-12,-3%,13%,-2%,1%,14%,-10%,-9%,x
Cc1cccc(-c2nc3c4ccccc4nc(NCc4ccc(F)cc4)n3n2)c1,9,-7%,16%,-11%,22%,6%,-19%,7%,x

Taken from above:
CSc1ncccc1C(=O)NCCc1ccc(S(N)(=O)=O)cc1 – APEX1 inh: 8%
Cc1cccc(-c2nc3c4ccccc4nc(NCc4ccc(F)cc4)n3n2)c1 – ERG-DNA inh: 16%

Carrying on.
smiles,LDHA inh,Anesthetic bind,ERG-DNA inh,12-LOX inh,POLB inh,RGS4 inh,POLH inh,POLK inh,APEX1 inh
CN(C)/C=C1\C(=O)N(c2ccc(Oc3ccccc3)cc2)CS1=O (centres undefined),-12,-11%,-5%,-3%,3%,-42%,-8%,-13%,-4%
CCN(CC)C(CNC(=O)c1cc(=O)[nH]c2ccccc12)c1ccccc1Cl (centres undefined),-1,3%,6%,-18%,22%,11%,-11%,-1%,21%
CCOc1ccc(NC(=O)CN(C)C(=O)Cc2c(C)nc3ccccc3c2C)cc1OCC,-6,-11%,3%,1%,22µM*,-6%,u,-18%,-3%
CCCCN(Cc1ccccc1)C(=O)C1CCCN(S(=O)(=O)c2cnc[nH]2)C1 (centres undefined),-4,5%,13%,1%,9%,-3%,u,-13%,-9%
Nc1c(Br)cc(Br)c2c1-c1ccc([N+](=O)[O-])cc1C2,3,x,15%,u,x,-30%,2%,-10%,x
CCOc1ccc(N2C(=O)CN=C2Nc2ccccc2Cl)cc1,-6,-11%,4%,389%[activator],23%,-10%,3%,-5%,-3%
COCCCNc1oc(COc2ccc(Cl)cc2Cl)nc1C#N,1,u,-6%,70%[activator],-9%,4%,-3%,-8%,-4%
COc1ccc(Cl)cc1NC(=O)Cn1c(=O)n(Cc2ccco2)c(=O)c2cccnc21,-5,-6%,-6%,-14%,6%,-21%,-7%,-3%,x
O=C(NCC(c1ccco1)N1CCc2ccccc2C1)c1ccccc1Cl (centres undefined),-5,x,7%,u,x,14%,-12%,-21%,-7%
CCOc1c(O)ccc(/C=C2\SC(=S)NC2=O)c1[N+](=O)[O-],-9,0%,12%,u,20µM*,-35%,25µM*,u,-3%
Cn1c(=O)[nH]c(=O)c2c1nc(N1CCOCC1)n2CC(O)COc1ccccc1 (centres undefined),-5,-9%,-4%,466%[activator],-16%,4%,-22%,-9%,1%

Screening data deposited in PubChem BioAssay by National Center for Advancing Translational Sciences (NCATS).

An excerpt; the hit share may differ from the screen's.
